Lipid storage S3: qHTS Assay for Lipid Storage Modulators in Drosophila S3 Cells; Drosophila S3 cells, BODIPY lipid droplet fluorescence, 18-24 h; cells fed with added oleic acid; 320,000 tested, 0.64% active; lipid storage change, negative = inhibition, % at the top dose, mostly 46.1 µM; hits show Potency in µM; active = well fitted inhibition curve with a large enough effect in the signal ratio, with a control signal flat, not every such curve was filed as active; inconclusive = small, poorly fitted or top-dose-only effect, or effect the other way, or a change in a side signal; the % refers to the signal ratio
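Drosophila S3 cells loaded with oleic acid (400 uM, as added) and compounds at several concentrations; lipid droplets imaged by 488-nm laser-scanning cytometry, 500–530 nm intensity and object ratio to cell channel. Percent activity normalized to 20 uM Triacsin C.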
Lipid storage S3 cell count max: also measured in Lipid storage S3; calls as there; cell number change, %; measured here: cell count max response;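 cells counted by Cell Tracker Red CMTPX staining in the red channel; peak over a dose series mostly up to 46.1 µM; percent activity relative to internal control wells on each plate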
Numbers without * were called inactive; i = inactive; ? = inconclusive; nt = no result given. % is scaled to controls: 0 for no effect and ±100 for the full control effect; potency is read from the fitted curve at half-maximal effect. An excerpt; the hit share may differ from the screen's.

SMILES	Lipid storage S3	Lipid storage S3 cell count max
CCOC(=O)c1[nH]c(CO)c(C(=O)OCC)c1C	-7%	2
CCOC(=O)C(NS(=O)(=O)c1ccccc1)(C(F)(F)F)P(=O)(OC(C)C)OC(C)C (stereo not drawn)	i	-8
COc1ccccc1N(C)S(=O)(=O)c1ccc(Cl)c(C(=O)NCCCN2CCOCC2)c1	?	nt
CCOC(=O)/C(O)=C/c1ncc(C(F)(F)F)cc1Cl	-12%	-16
COCCn1c(C)cc(C2=NNC(=Nc3ccccc3F)SC2)c1C	?	nt
C=CCn1c(-c2ccc(Cl)cc2)ccc(C#N)c1=O	-5%	nt
CCOC(=O)c1oc2cc(OC(C)=O)ccc2c(=O)c1-c1ccc(OC)c(OC)c1	-2%	2
COc1ccc2[nH]c(-c3ccccc3)cc2c1	-1%	8
COc1ccc(S(=O)(=O)Nc2ccc3cn[nH]c3c2)cc1C	5%	-11
C=CCn1c(SCc2ccc(Br)cc2F)nc2cc(C(=O)O)ccc2c1=O	?	nt
Cc1ccc(C(=O)CC(C(=O)O)n2cnc([N+](=O)[O-])n2)cc1 (stereo not drawn)	?	nt
Cc1ccc(C(=O)N2CCC3(CC2)Oc2ccc(Cl)cc2C(=O)C32CC(c3ccccc3)=NO2)s1 (stereo not drawn)	?	nt
O=C(Nc1scc(-c2ccc(F)cc2)c1C(=O)O)c1ccco1	i	4
O=C1N(c2ccccc2)C(c2ccc(Cl)cc2)N2CCCN12 (stereo not drawn)	2%	9
Cn1c(N)c(C(=O)COC(=O)C2CCN(S(=O)(=O)c3cccs3)CC2)c(=O)n(C)c1=O	-12%	13
C(=N\N=C\c1cccs1)/c1cccs1	14%	-19
S=c1[nH]nc(-c2ccco2)n1/N=C/c1ccc(Br)s1	-8%	-11
O=C(Cc1cccs1)NNC(=S)NC(=O)c1ccco1	?	nt
O=C(Cn1ncc(N2CCCC2)c(Br)c1=O)c1ccc(Cl)cc1	15%	2
CN(C)S(=O)(=O)c1ccc(N2CCCC2)c(C(=O)Nc2nc(-c3cc(F)ccc3F)cs2)c1	7%	-23
COc1ccccc1OCC(=O)Nc1ccccc1C(=O)N1CCCC1	?	nt
Cc1ccc(C(c2cc(Cl)c3cccnc3c2O)N2CCN(C)CC2)cc1 (stereo not drawn)	?	nt
CC(=O)c1ccc(N2CCc3ccccc3C2)c([N+](=O)[O-])c1	7%	8
Cc1cc2ncc(-c3ncc(C(F)(F)F)cc3Cl)cn2n1	?	nt
O=C(O)C1CCCN1C(=O)c1cncc(Br)c1 (stereo not drawn)	4%	-5
O=C(O)CCc1ccccc1OC(=O)c1ccccc1	?	nt
Cc1ccccc1NC(=O)c1ocnc1C	12%	-13
COc1ccc(NC(=O)c2cccnc2)c(OC)c1	?	nt
CNc1nc(N)nc(-c2cc(Cl)ccc2OC)n1	22%	0
CCOC(=O)c1c(CN(C)C)n(C)c2ccc(OC(C)=O)cc12	?	nt
CCN(Cc1ccncc1)Cc1c(O)ccc2cc(Br)ccc12	?	nt
Cc1cc(C)c(NC(=O)Nc2ccccc2)c(Cl)c1	6%	nt
Cc1ccnc(NS(=O)(=O)c2ccc(C(C)(C)C)cc2)c1	23%	10
COc1ccc(-n2ncc3c2CC(C)(C)CC3NC(=O)c2c(C)cc(=O)oc2C)cc1 (stereo not drawn)	i	-10
CCOC(=O)COc1ccccc1C(=O)c1cnn(-c2ccccc2)c1	8%	4
CCc1ccc(C(=O)NNc2ccc(S(N)(=O)=O)cc2)cc1	?	nt
C=CCn1c(SCC(=O)c2[nH]c(C)c(C(=O)OC)c2C)nc2scc(-c3ccc(OC)c(OC)c3)c2c1=O	?	nt
CN1CCN(C(=O)c2ccc(Cn3cc(Cl)cn3)o2)CC1	?	nt
O=C(COC(=O)c1n[nH]c(=O)c2ccccc12)NCc1ccccc1	?	nt
Cc1ccsc1C(=O)NC(C)c1ccc2c(c1)OCO2 (stereo not drawn)	11%	0
CN(CC(=O)Nc1ccccc1C(F)(F)F)C(=O)CSc1nc(N)cc(N)n1	?	nt
O=C(Nc1cccnc1N1CCOCC1)c1ccco1	?	nt
COc1ccc(N(C)S(=O)(=O)c2cccc(C(=O)Nc3nc(C)cs3)c2)cc1	?	nt
O=C(CNc1cccc(C(F)(F)F)c1)N/N=C/C1CCCCC1	?	nt
COc1ccc(C(=O)Nc2ccnn2C2CCN(Cc3ccn[nH]3)CC2)cc1	?	nt
Cn1c(=O)[nH]c(=O)c2c1nc(N1CCOCC1)n2CCSc1nnnn1-c1ccccc1	?	nt
Cc1oc(=O)c(NC(=O)c2ccccc2)cc1C(=O)c1ccccc1	?	nt
CCOc1cc(/C=N/n2cnnc2)cc(Br)c1O	?	nt
COc1cccc(N2CCN(C(=O)CN3C(=O)NC4(CCCC4)C3=O)CC2)c1	-5%	nt
COc1ccc2oc(C(=O)OC(C)C(=O)NC3(C#N)CCCCC3)c(C)c2c1 (stereo not drawn)	?	nt

More entries follow.
SMILES	Lipid storage S3	Lipid storage S3 cell count max
Cc1cccc2nc(CSc3nc4ccccc4[nH]3)cn12	-6%	nt
CCc1cccc(NC(=O)Cc2cn(C)c3ccccc23)c1	1%	8
CC1=Nc2ccccc2/C1=C/c1sc(=N)n(-c2nccs2)c1O	?	nt
COc1cc2c(=O)n(CC3CCCO3)c(=O)n(CC(=O)Nc3ccc(F)cc3F)c2cc1OC (stereo not drawn)	?	nt
COC(=O)C1=C(C)N=c2s/c(=C3\C(=O)Nc4ccccc43)c(=O)n2C1c1ccccc1 (stereo not drawn)	?	nt
CCn1cc(C(=O)N[C@@H](CCSC)C(=O)NCCCO)c(=O)c2cc3c(cc21)OCO3	16%	-1
Cn1nc(-c2ccc(Cl)cc2)c2cc(C(=O)NCCN3CCOCC3)sc21	?	nt
COc1ccccc1CNC(=O)c1ccc(Br)o1	?	nt
COc1cccc(N2CCN(C(=O)CN3C(=O)NC(C)(c4ccc5ccccc5c4)C3=O)CC2)c1 (stereo not drawn)	?	nt
Cc1nc2scc(C)n2c(=O)c1S(=O)(=O)N1CCN(c2cccc(C(F)(F)F)c2)CC1	?	nt
CC[C@@]12C(=O)N(c3cccc(Br)c3)C(=O)N1[C@H](c1ccc(F)cc1)[C@@H]1C(=O)N(C3CCCCC3)C(=O)[C@@H]12	?	nt
Cc1ccc(NC(=O)CSc2nc3c(c(=O)n(C)c(=O)n3C)n2C)cc1	?	nt
Cc1ccc(Nc2ncnc3nc[nH]c23)cc1Cl	?	nt
CC(=O)c1ccc(NC(=O)CNc2cc(S(=O)(=O)N3CCOCC3)ccc2N2CCCC2)cc1	i	nt
O=C(CSc1c2c(nc3cc(Cl)ccc13)CCCC2)NCCCN1CCOCC1	?	nt
COc1cccc(CN(CC(=O)NCc2ccc(F)cc2)C(=O)c2ccco2)c1	i	0
O=C(c1ccc2c3c(cccc13)CC2)C1CCCN(C(=O)c2ccc[n+]([O-])c2)C1 (stereo not drawn)	-7%	6
CCC(c1nc2ccccc2c(=O)n1CCN1CCOCC1)N1C(=O)c2ccccc2C1=O (stereo not drawn)	?	nt
Cc1c(NP(=O)(c2ccc(Br)cc2)c2ccc(Br)cc2)c(=O)n(-c2ccccc2)n1C	5%	25
Cc1nnc(SCc2nnc(-c3cccs3)o2)n1Cc1ccccc1	?	nt
CCN1CCN(Cc2ccc(NC(=O)c3ccc(C)c(NC(=O)c4cc(-c5ccc(Br)cc5)n[nH]4)c3)cc2C(F)(F)F)CC1	?	nt
COc1ccc(Br)cc1[C@H]1[C@@H]2C=CCC[C@@]2(C)C(=O)N1Cc1ccccc1	0%	-15
CCOc1ccc2nc(NC(=O)Cn3[nH]c(=O)c4ccccc4c3=O)sc2c1	-11%	0
CCOC(=O)C1(CC2CC2)CCN(C(=O)c2cc(OC)nc3ccccc23)CC1	?	nt
NC(=O)C1CCN(Cc2nc3cc(Cl)ccc3c(=O)[nH]2)CC1	-14%	-7
Cc1ccc(F)cc1NC(=O)c1cccc(N(C)C)c1	12%	1
Cc1cc(NS(=O)(=O)c2ccc(NC(=O)COc3ccc(Cl)c(C)c3)cc2)no1	?	nt
O=C(Nc1ccc(C(F)(F)F)cc1)c1cccnc1N1CCOCC1	?	nt
O=c1[nH]c(NCCO)nc2ncn(Cc3ccccc3)c12	?	nt
CCOC(=O)c1ccc(NC(=O)c2cc3c(s2)CCC3)cc1	-1%	2
O=C(Nc1cc(S(=O)(=O)N2CCOCC2)ccc1N1CCCC1)c1cc(=O)[nH]c2ccccc12	18%	-7
COc1cccc(C(=O)NCC(C)(C)SCc2ccc(F)cc2)c1	11%	9
COc1ccc(NC(=S)Nc2ccc(OCc3ccccc3)cc2)c(OC)c1	-9%	-7
CC/C(=N/NC(=O)c1ccccc1)c1ccc(OCCN2CCOCC2)cc1	0%	1
COc1ccc(C(=O)N(Cc2ccc(N(C)C)cc2)C2CCS(=O)(=O)C2)cc1 (stereo not drawn)	?	nt
N#CC1(c2ccccc2)CCC(NCCc2ccccc2)CC1 (stereo not drawn)	?	nt
O=C(CCS(=O)(=O)c1cccs1)Nc1ccc(C(=O)NCc2ccc(F)cc2)cc1	?	nt
CCn1nnc(NC(=O)c2ccccc2Br)n1	?	nt
CC1CCN(C(=O)CSc2nnc(CNc3ccc(F)cc3)n2Cc2ccco2)CC1	?	nt
CNC(=O)CS(=O)(=O)CC(=O)Nc1cc(OCCOC)c(Cl)cc1Cl	9%	9
O=C(COC(=O)/C=C/c1ccc(C(F)(F)F)cc1)NCC1CCCO1 (stereo not drawn)	?	nt
COc1cc(Nc2nc3ccccc3nc2NS(=O)(=O)c2ccc([N+](=O)[O-])cc2)cc(OC)c1OC	?	nt
C#CCOCCOCCOCCNc1nc(N2CCN(C(=O)Cn3cc(CCCN=C(N)N)nn3)CC2)nc(N2CCN(C(=O)[C@H]([C@@H](C)CC)n3cc(CCC(=O)O)nn3)CC2)n1	-22%	-9
COc1ccc(N2C(=O)NC(=O)C2=O)cc1	?	nt
Cc1ccc2[nH]c(O)c(N=Nc3ccccc3C)c2c1	?	nt
CC(C)OCCCn1c(-c2ccco2)nc2nc3ccccc3nc21	-19%	nt
CC(=O)c1c(N2CCN(c3cccc(Cl)c3)CC2)nc(=S)n(-c2ccccc2)c1C	?	nt
COc1ccc(Cl)cc1NC(=O)C(C)N1CCN(C/C=C/c2ccccc2)CC1 (stereo not drawn)	?	nt
CCCN(CCC)C(=O)C1CCN(c2ccc(S(=O)(=O)N3CCOCC3)cc2[N+](=O)[O-])CC1	-11%	nt
O=C(CCSCc1ccccc1)Nc1ccc2c(c1)OCCO2	-1%	-3

Entries from the list above containing a nitro group on carbon:
SMILES	Lipid storage S3	Lipid storage S3 cell count max
Cc1ccc(C(=O)CC(C(=O)O)n2cnc([N+](=O)[O-])n2)cc1 (stereo not drawn)	?	nt
CC(=O)c1ccc(N2CCc3ccccc3C2)c([N+](=O)[O-])c1	7%	8
COc1cc(Nc2nc3ccccc3nc2NS(=O)(=O)c2ccc([N+](=O)[O-])cc2)cc(OC)c1OC	?	nt
CCCN(CCC)C(=O)C1CCN(c2ccc(S(=O)(=O)N3CCOCC3)cc2[N+](=O)[O-])CC1	-11%	nt

More results follow.
SMILES	Lipid storage S3	Lipid storage S3 cell count max
Cc1ccc(NC(=O)CCc2nnc3ccc(N4CCC5(CC4)OCCO5)nn23)nc1	-12%	16
Cc1csc(NC(=O)c2oc3ccccc3c2C)n1	-23%	-20
Cc1cccc(C(C)C)c1-n1nnnc1-c1ccccc1	16%	-20
COCCn1c(C)cc(C(=O)CSc2nnc(-c3cccnc3)n2-c2ccccc2F)c1C	16%	-7
COc1ccc(-c2sc(Nc3ccccc3)n[n+]2-c2ccc(F)cc2)c(OC)c1OC	-19%	25
O=C(NCc1ccncc1)C(=O)NCC(c1ccco1)N1CCN(c2ccccc2)CC1 (stereo not drawn)	-1%	-3
CN1C(=O)C(CCC(N)=O)NC1=S (stereo not drawn)	?	nt
CN(C)c1oc(-c2ccc(Cl)cc2)nc1S(=O)(=O)c1ccccc1	?	nt
NC(=O)C1=C[C@@H](C2CCCCC2)C[C@@H](OCCCCO)O1	6%	2
O=c1ccc(-c2ccc(S(=O)(=O)NCc3cccc(Br)c3)s2)n[nH]1	-17%	15

Another view of part of the listing above:
Cc1cccc(C(C)C)c1-n1nnnc1-c1ccccc1
  Lipid storage S3: 16%
  Lipid storage S3 cell count max: -20
COCCn1c(C)cc(C(=O)CSc2nnc(-c3cccnc3)n2-c2ccccc2F)c1C
  Lipid storage S3: 16%
  Lipid storage S3 cell count max: -7
COc1ccc(-c2sc(Nc3ccccc3)n[n+]2-c2ccc(F)cc2)c(OC)c1OC
  Lipid storage S3: -19%
  Lipid storage S3 cell count max: 25
O=C(NCc1ccncc1)C(=O)NCC(c1ccco1)N1CCN(c2ccccc2)CC1 (stereo not drawn)
  Lipid storage S3: -1%
  Lipid storage S3 cell count max: -3

Next part
SMILES	Lipid storage S3	Lipid storage S3 cell count max
CCOC(=O)c1[nH]c2ccc(Br)cc2c1NC(=O)CNC	-3%	-5
Cc1ccc(/C(O)=C2\C(=O)C(=O)N(c3cc(C)on3)C2c2cccc(Cl)c2)cc1 (stereo not drawn)	?	nt
Oc1cccc(C2c3[nH]c4ccccc4c3CCN2Cc2ccc3c(c2)CCO3)c1 (stereo not drawn)	?	nt
CCN(CC(=O)NCC1CCCO1)S(=O)(=O)c1ccc2ccccc2c1 (stereo not drawn)	5%	-4
COc1c(S(=O)(=O)N2CCN(C(=O)c3ccco3)CC2)ccc(Cl)c1Cl	i	-21

3 of the compounds above, field by field:
Cc1ccc(F)cc1NC(=O)c1cccc(N(C)C)c1
  Lipid storage S3: 12%
  Lipid storage S3 cell count max: 1
CCN(Cc1ccncc1)Cc1c(O)ccc2cc(Br)ccc12
  Lipid storage S3: ?
  Lipid storage S3 cell count max: nt
CC(=O)c1c(N2CCN(c3cccc(Cl)c3)CC2)nc(=S)n(-c2ccccc2)c1C
  Lipid storage S3: ?
  Lipid storage S3 cell count max: nt

Screening data: PubChem BioAssay, National Center for Advancing Translational Sciences (NCATS)
